# Screens (PubChem BioAssay)
# VIM-2 inh = blocks Pseudomonas aeruginosa VIM-2 metallo-beta-lactamase; purified VIM-2, nitrocefin hydrolysis, epi-absorbance fluorescence; inhibition, % at 5.6 µM; 290,000 tested, 0.89% active; AID 1527;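 active = inhibition above the mean of all tested compounds plus 3 SD, cutoff set per screening run, cut at about 7.5% in these data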;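 also: red hydrolysis product quenches plate fluorescence so inhibitors raise well fluorescence; 0% = enzyme with DMSO and 100% = DMSO without enzyme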
# PfM18AAP inh = PfM18AAP enzyme inhibition; recombinant PfM18AAP, H-Glu-NHMec fluorogenic cleavage; inhibition, % at 7.35 µM; 290,000 tested, 1.2% active; AID 1822;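 active = inhibition above the campaign mean inhibition over all tested compounds plus 3 SD, cut at about 28% in these data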;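 also: 0% = plate median of test compound wells and 100% = 2 mM ZnCl2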
# IDE act = IDE (human) activation, cell-based | activation, % at 5.96 µM | 340,000 tested, 0.073% active | HEK cells, FAbeta-B cleavage, fluorescence polarization; 0% vehicle, 100% cell-free pure enzyme wells;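 active = activation above the mean of all tested compounds plus 3 SD, set per screening campaign, cut at about 17% in these data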
# PHOSPHO1 inh = PHOSPHO1 (human) inhibition; AID 1565; inhibition, % at 13.3 µM; 290,000 tested, 1.1% active; Q8TCT1; recombinant PHOSPHO1, absorbance phosphatase assay; in the data active = inhibition above about 60%
# Target sequence (Q8TCT1 whole entry, looked up): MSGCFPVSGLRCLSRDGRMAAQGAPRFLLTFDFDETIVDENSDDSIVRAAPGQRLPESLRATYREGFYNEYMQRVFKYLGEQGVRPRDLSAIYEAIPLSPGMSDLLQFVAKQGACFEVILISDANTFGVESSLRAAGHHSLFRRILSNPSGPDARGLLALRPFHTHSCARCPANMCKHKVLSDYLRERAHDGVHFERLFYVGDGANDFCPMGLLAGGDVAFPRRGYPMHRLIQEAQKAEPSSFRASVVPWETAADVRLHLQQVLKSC
# p-CIP stab down = lowers stability of the mouse p/CIP coactivator protein; F442A p/CIP-EGFP cells, EGFP fluorescence, 16 h; Q05BA5; 290,000 tested, 0.01% active; decrease of EGFP signal, % at 10 µM; AID 1984;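 active = EGFP signal decrease of at least 30% at 10 µM or well 3 SD below plate mean, unless failing retest; inactive = the rest, including hits failing retest or dose response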; also: some compounds called inactive have numbers as strong as hits; many of its hits are not listed in these tables
# IMP-1 inhibitor = blocks Pseudomonas aeruginosa IMP-1 metallo-beta-lactamase; inhibition, % at 5.6 µM; 290,000 tested, 0.45% active; purified IMP-1, nitrocefin hydrolysis, epi-absorbance fluorescence;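 active = inhibition above the mean plus 3 SD of all compounds in the same screening run, cut at about 4.5% in these data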;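 also: 0% = IMP-1 with DMSO and 100% = DMSO wells lacking enzyme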
#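 System: Purified IMP-1 | Read-out basis: Percent enzyme inhibition | Controls: IMP-1 with DMSO as 0%, enzyme-free DMSO as 100% | Replicates: One well per compound | Doses: 5.6 µM nominal single concentration | Detection: Epi-absorbance fluorescence, 480 nm excitation, 530 nm emission | Incubation: 25 °C, 15 min preincubation, 25 min reaction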
# IDE cell inh = inhibits human insulin-degrading enzyme in HEK cells; P14735; inhibition, % at 5.59 µM; FAbetaB cleavage, fluorescence polarization; 320,000 tested, 0.41% active; AID 434962;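 active = percent inhibition above the average of all tested compounds plus 3 SD, set per screening campaign, cut at about 16% in these data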;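 also: IDE supplied by intact live HEK cells; FP after avidin binding of uncleaved biotin substrate so inhibition keeps polarization high; 0% = DMSO wells and 100% = 60 µM reference IDE inhibitor Ii1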
# NALP1 yeast inh = NALP1 inhibition; S. cerevisiae NALP1/ASC/caspase-1 growth, X-gal OD620, 72 h; 280,000 tested, 0.61% active; inhibition, % at 10 µM; AID 2071; in the data active = inhibition mostly above about 24%, no sharp cut-off; inactive = mostly below about 32%; also: some compounds called inactive have numbers as strong as hits
# GPR7 antagonist = blocks human GPR7 receptor signaling; P48145; GPR7-expressing cells, fluorescence antagonist assay; inhibition, % at 4.4 µM; 290,000 tested, 1.1% active; AID 1861; in the data active = inhibition above about 16%, passing the limit was not always enough;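 also: cells stimulated with the agonist NPW; 0% = agonist with vehicle and 100% = vehicle without agonist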
# Target sequence (P48145 whole entry, looked up): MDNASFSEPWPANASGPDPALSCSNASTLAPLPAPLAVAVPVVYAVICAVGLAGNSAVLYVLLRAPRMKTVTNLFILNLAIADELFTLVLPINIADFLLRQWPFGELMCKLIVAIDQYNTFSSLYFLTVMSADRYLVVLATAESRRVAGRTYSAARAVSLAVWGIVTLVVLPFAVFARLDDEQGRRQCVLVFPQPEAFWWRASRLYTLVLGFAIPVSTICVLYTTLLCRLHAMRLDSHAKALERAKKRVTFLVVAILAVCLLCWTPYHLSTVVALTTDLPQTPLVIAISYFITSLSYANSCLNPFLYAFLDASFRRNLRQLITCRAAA
# The depositor's hits bear a star; x = no result given.
SMILES,VIM-2 inh,PfM18AAP inh,IDE act,PHOSPHO1 inh,p-CIP stab down,IMP-1 inhibitor,IDE cell inh,NALP1 yeast inh,GPR7 antagonist
O=C(C1=NN(c2ccccc2)C2C(=O)N(c3ccccc3Cl)C(=O)C12)c1ccccc1 (stereo unspecified),0.2,5,-21,-9,-19,-0.7,24*,23,0
COCc1cc(=O)[nH]c(/N=C(\N)Nc2ccccc2C)n1,-2.4,0,-4,-7,-9,-4.2,3,0,8
N#CC1=C(N)Oc2c(ccc3cccnc23)C1c1cccnc1 (stereo unspecified),-2.5,9,4,-6,0,-2.6,1,-12,-9
CCC(C)[C@H](NC(=O)Nc1cccc(Br)c1)C(=O)OC (stereo partly specified),1.5,2,2,2,0,-2.7,5,22,-7
COc1ccc(/C=N/NC(=O)c2ccn[nH]2)cc1CN1CCOCC1,-1.8,10,-2,12,-2,-2.4,-2,-8,-7
COc1cc(NS(=O)(=O)c2ccc(F)cc2)c(OC)cc1NC(C)=O,-1.8,12,-1,1,-26,-1.6,0,8,-2
Cc1cccc(C)c1NC(=O)C(c1ccccc1)N1CCN(C(=O)c2ccco2)CC1 (stereo unspecified),-3.4,0,4,-3,-4,-1.8,3,24,-14
CN1CCN(c2nc(Nc3ccccc3)nc(N)c2[N+](=O)[O-])CC1,-2.8,-1,-4,24,-6,-3.7,-3,3,-14
COc1ccc(C(=O)/C=C/c2ccccc2)c(OC)c1,-1.8,4,1,32,-12,-1.4,0,-1,-7
Cc1ccc(Cn2nnc3c(=O)n(CC(=O)OCc4ccccc4)cnc32)cc1,-1.9,-11,2,-2,8,-5.6,-5,22,5
CCc1cccc(CC)c1-n1c(SCC(=O)N2CCc3ccccc3C2)nnc1-c1cccnc1,-2.6,1,-10,-23,-5,-1.6,8,12,15
CC(NC(=O)c1cc(Br)ccc1Br)c1ccccc1 (stereo unspecified),-2.6,2,x,32,-12,-2.7,-1,2,0
CC(C)NC(=O)CN1C(=O)C(=O)c2ccccc21,-0.1,5,1,1,-15,-2.7,5,-1,-15
CCCC(=O)N/N=C1\CS(=O)(=O)N(C)c2ccsc21,-2.3,6,12,40,2,-3.6,0,-9,-3
O=[N+]([O-])c1ccc(N2CCCC2)cc1NCc1ccccc1,-8.2,-2,-5,22,-11,-1.7,1,14,16
c1ccc(-c2nn[nH]n2)cc1,-2.7,-4,5,46,-2,-1.8,1,x,-20
CCOC(OCC)P(=O)(c1ccccc1)c1ccccc1,-2.4,-13,3,13,4,-4.1,-5,22,0
O=C(c1cccs1)N1CCN(C(=O)c2ccco2)c2ccccc2C1,-2.1,-1,1,16,3,-2.4,2,23,-1
NC(=O)CC(NC(=O)Cc1cccc2ccccc12)c1ccc(N2CCC(N3CCCCC3)CC2)c([N+](=O)[O-])c1 (stereo unspecified),0.1,0,3,21,7,0.2,7,8,0
CCCCCCS(=O)Cc1ccccc1 (stereo unspecified),-4.1,-3,5,34,-14,-3.3,8,14,-7
Cc1ccnc(Cc2ccccc2)n1,-1.1,4,1,11,5,-2.5,8,15,0
CS(=O)(=O)N(CC(=O)NCCSCc1ccccc1Cl)c1ccccc1F,-2.0,5,1,41,0,-0.1,1,-24,5
N#C/C(=C\c1ccc(N2CCOCC2)o1)C(=O)NCC1CCCO1 (stereo unspecified),-3.2,13,-26,32,-20,-3.0,17*,2,-8
O=C(Cc1ncc(C(F)(F)F)cc1Cl)NCc1cccnc1,-2.2,-5,0,7,-12,-2.9,-3,15,-4
O=C(c1ccc([N+](=O)[O-])s1)N1CCN(c2cccc(Cl)c2)CC1,-3.1,0,3,-1,-4,-4.3,-1,36,12

# The list goes on (6 carried over from the part before).
SMILES,VIM-2 inh,PfM18AAP inh,IDE act,PHOSPHO1 inh,p-CIP stab down,IMP-1 inhibitor,IDE cell inh,NALP1 yeast inh,GPR7 antagonist
CCCCCCS(=O)Cc1ccccc1 (stereo unspecified),-4.1,-3,5,34,-14,-3.3,8,14,-7
Cc1ccnc(Cc2ccccc2)n1,-1.1,4,1,11,5,-2.5,8,15,0
CS(=O)(=O)N(CC(=O)NCCSCc1ccccc1Cl)c1ccccc1F,-2.0,5,1,41,0,-0.1,1,-24,5
N#C/C(=C\c1ccc(N2CCOCC2)o1)C(=O)NCC1CCCO1 (stereo unspecified),-3.2,13,-26,32,-20,-3.0,17*,2,-8
O=C(Cc1ncc(C(F)(F)F)cc1Cl)NCc1cccnc1,-2.2,-5,0,7,-12,-2.9,-3,15,-4
O=C(c1ccc([N+](=O)[O-])s1)N1CCN(c2cccc(Cl)c2)CC1,-3.1,0,3,-1,-4,-4.3,-1,36,12
Clc1ccc(-c2nc3ccccn3c2CN2CCSCC2)cc1,-0.9,2,-6,38,0,-0.6,1,20,-10
O=c1c(C/C=C/c2ccccc2)c(O)ccn1Cc1cccc(Cl)c1,-0.6,4,5,2,6,-2.1,2,-4,-17
Cc1ccc2nc(NC(=O)COC(=O)c3ccc(Br)o3)sc2c1,1.3,4,7,23,-4,-1.4,3,6,-5
CCCCNS(=O)(=O)c1ccc(OC)cc1,1.9,3,3,-7,-10,-2.7,-3,16,-1
CC(C)(Cc1ccc(O)cc1)NC(=O)CC(=O)N/N=C/c1ccc([N+](=O)[O-])cc1,-3.1,16,3,39,-3,-3.4,0,33,3
Cc1ccc(/C=N/NC(=O)CNC(=O)c2cccs2)o1,-2.1,2,0,46,-2,-1.9,5,-5,-6
O=C(Nc1ccc(F)c([N+](=O)[O-])c1)c1ccc2c(c1)C(=O)OC2=O,-2.5,-2,x,52,7,0.5,x,-6,4
Cc1cccc(-n2ncc3c(NCc4cccs4)ncnc32)c1,-2.0,0,-4,-47,-7,-0.6,2,2,-4
CC1CC(C)CN(C(=O)CSc2ccsc2[N+](=O)[O-])C1 (stereo unspecified),-2.0,-3,2,-27,1,-2.6,2,12,-8
CNC(=S)NCc1ccc2[nH]c3c(c2c1)CCCC3,1.1,3,-5,-40,-5,-2.9,-4,6,-23
C#CC(C)(C)NC(=O)c1ccc(-c2ccccc2F)cc1,-4.0,4,1,2,-7,-3.6,11,2,-2
O=C(NCCCNC(=O)c1ccc(Cl)cc1Cl)c1cnccn1,-1.9,5,0,47,20,-2.2,5,7,-5
COc1ccc2[nH]c3c(c2c1)CCNC3(C)CCc1ccc(Cl)nc1 (stereo unspecified),-3.0,14,-1,36,-6,-4.0,6,-1,18
CC(=O)N1CCC(C(=O)Nc2ccc(S(=O)(=O)N3CCCCC3)cc2)CC1,-0.7,0,8,47,-6,-1.6,3,6,-12
Cn1nnnc1P(=O)(c1ccccc1)c1ccccc1,-1.6,8,0,11,-15,-2.4,7,-2,-16
COc1ccc(C)cc1-n1nnnc1SCC(=O)NNC(=O)c1ccc([N+](=O)[O-])cc1,-2.2,4,7,-1,5,-3.7,-1,20,-4
CC(C(=O)O)N1C(=O)C2C3CC(C2C1=O)C1C(c2ccccc2)c2sc(=O)[nH]c2SC31 (stereo unspecified),1.4,22,1,3,-18,6.5*,4,20,-11
COc1cc(/C=C/C(=O)O)cc(S(=O)(=O)Nc2ccc3nc(SC)sc3c2)c1OC,-2.9,6,2,28,-4,-3.1,5,-19,-9
CC12CCC(C(=O)N(CCCCN3CCN(c4ccccn4)CC3)C1=O)C2(C)C (stereo unspecified),-0.1,-7,2,39,3,-5.9,11,10,-11
COc1ccc(CNC(=O)c2ccc(-c3ccccc3)cc2)cc1,-0.6,0,1,4,-11,-1.6,2,0,-4
COc1ccc(S(=O)(=O)Nc2ccc3c(c2)OCO3)cc1C,-1.2,7,-3,3,-8,-4.6,-2,0,-1
COc1ccc(-c2n[nH]c(C)c2-c2ccc(OC)c(OC)c2)c(O)c1,-3.6,5,6,-8,-13,-3.5,-2,7,-9
CN(CCC#N)C(=O)CSc1nc2scc(-c3ccccc3)c2c(=O)[nH]1,0.9,11,0,-2,-4,-2.7,6,13,-12
CCN(CC)CCCNC(=S)N1CCN(c2nc(-c3ccc(F)cc3)cs2)CC1,-1.2,-19,-12,14,-10,-4.3,4,21,24
Nc1ccccc1C(=O)Nc1cccc2ccccc12,-0.5,7,3,25,-1,-0.2,x,8,3

# (continued)
SMILES,VIM-2 inh,PfM18AAP inh,IDE act,PHOSPHO1 inh,p-CIP stab down,IMP-1 inhibitor,IDE cell inh,NALP1 yeast inh,GPR7 antagonist
Nc1c(S(=O)(=O)c2cccc(Cl)c2)c2nc3ccccc3nc2n1/N=C/c1ccc(O)c(O)c1,-1.6,44*,x,4,-6,-4.8,2,-3,4
Cc1cc(Nc2ccccc2)nc2cc(O)ccc12,-1.3,-4,-2,-4,-15,-3.2,-2,52*,-4
CCNc1nc(NC(C)C)nc(OCCOC(=O)Nc2ccccc2)n1,-2.8,-1,2,2,2,0.9,-4,21,4
COc1cc(/C=C2\NC(=S)NC2=O)ccc1OCc1cccc(C(=O)O)c1,2.8,6,4,-5,4,-2.1,6,4,13
CC(=O)NCCCC(=O)NC(CCC(=O)OCc1ccccc1)C(=O)OCc1ccccc1 (stereo unspecified),-1.8,0,2,24,-4,-1.9,8,20,-8
CCC(=O)Nc1ccc2nc(SCC(=O)N3CCCC3)sc2c1,-1.1,-5,-2,6,-12,-1.4,5,x,-9
COc1cc(C(=O)Oc2cccc(C)c2)cc(OC)c1OC,-2.0,8,-1,13,3,-2.4,5,1,-3
O=C(O)COc1ccccc1/C=N/NC(=O)CN1CCN(Cc2ccccc2Cl)CC1,-1.5,7,-5,-4,3,-2.2,1,-2,-7
Cc1cc(C)n2cc(CSCc3ccco3)nc2n1,-3.3,10,-3,-10,-7,-3.7,5,32,2
Cc1cc(C)n(-c2ccc(NC(=O)C3CCCCN3C(=O)c3occc3C)cc2)n1 (stereo unspecified),-2.8,-4,3,15,-2,-2.9,3,7,-14
Cc1cccc(NS(=O)(=O)c2ccc(-c3cnc(C4CC4)o3)cc2)c1C,-3.2,-2,6,32,-24,-3.7,12,-22,2
COC(=O)Cn1ncn2c(cc3oc(C)cc32)c1=O,-1.8,13,3,66*,-15,-1.8,5,-16,9
COc1cccc(N2CCN(Cc3nc(N)nc(Nc4ccccc4)n3)CC2)c1,-5.4,9,6,10,-26,-3.7,-4,-13,-14
CC(C)(C)c1csc(NC(=O)c2ccc(Br)o2)n1,0.9,-4,1,32,-8,0.7,-2,24,-13
CC1CCCCC1NC(=O)/C(C#N)=C/c1ccc(OCC(N)=O)cc1 (stereo unspecified),-0.5,6,-1,11,-4,-3.0,2,20,-6
CCOc1ccc(OCc2ccc(C(=O)N3CCCC3)o2)cc1,-1.0,4,-6,2,-7,-2.8,1,27,-12
Cc1nn(-c2ncc(C(F)(F)F)cc2Cl)c(=O)n1-c1c(F)cccc1F,-0.7,-8,1,23,-2,1.3,-3,-9,1
Cc1ccc(S(=O)(=O)c2nc(-c3ccccc3Br)oc2N(C)C)cc1,-0.4,-4,2,-26,-8,-2.8,-6,18,-12
O=C(NCCO)c1ccc2nc(-c3ccco3)c(-c3ccco3)nc2c1,-2.0,21,-3,74*,-4,-3.1,-9,-3,-9
Cc1ccc(NC(=O)CC2SC(=O)N(c3ccccc3)C2=O)cc1 (stereo unspecified),-2.5,-8,2,2,-11,-3.1,0,-55,-6
Cc1cn2nc(N)c3ccccc3c2n1,1.1,-12,-2,-25,-1,-2.4,-1,-13,-3
